# Autophagy mod: alters autophagy in cells | MEF GFP-LC3 puncta imaging; test concentration mostly 10 µM | calls only at 10 µM (by protocol) | 0.98% of 190,000 active;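 active means percentage of spot-positive cells more than 3 SD above its plate mean, without a fluorescence outlier flag or 80% toxicity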;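 further: spot-positive cell cutoff set from DMSO-treated cells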
# WT yeast gro inh: growth inhibition of WT yeast, mitochondrial fusion screen; mitochondrial fusion phenotypic screen, WT strain; inhibition, % at 10 µM; 2.1% of 190,000 active; AID 1362; in the data active means inhibition above about 58%; tested in S. cerevisiae
# human PMI inhibition: MPI enzyme activity inhibition – biochemical, fluorescence intensity, coupled assay, primary screen (AID 1209). purified PMI enzyme, coupled fluorescence intensity; higher % means a stronger effect. inhibition, % at 20 µM, or IC50 in µM where a hit was titrated. 0.42% of 190,000 active;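 further: plate controls were DMSO vehicle for no effect and wells lacking substrate for full effect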
# Ins promoter up: MIN6 insulin promoter up-regulation; AID 1625; MIN6 insulin promoter-GFP reporter, high-content imaging; stronger effect = higher value; z-score at 5 µM; 0.3% of 190,000 active;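 active means z-score above 3 at 5 µM with at least 500 cells counted in the well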
# MT stabilize HCS: microtubule stabilizers in HeLa cells; % tubulin-high responders, % at 10 µM; AID 2205; HeLa tubulin immunostaining HCS, 24 h; share of cells brighter than vehicle mean+2SD; 0.83% of 200,000 active;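 active means plate Z-score above 3 for both tubulin-high and condensed-nucleus cell shares, with cell loss under 80%, at 10 µM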;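 further: anti alpha tubulin signal scored within the nucleus-defined area of each cell; some results filed as inactive read as strong as hits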
# human PMI inhibitors: MPI inhibition at elevated mannose 6-phosphate – biochemical, fluorescence intensity, high mannose 6-phosphate, primary screen (AID 1220); recombinant PMI enzyme, coupled fluorescence intensity; higher % means a stronger effect; inhibition, % at 20 µM, or IC50 in µM where a hit was titrated; 0.66% of 190,000 active
# Dynein transport: blocks dynein driven cargo transport along microtubules; 3617.4 mouse cells, GR-EGFP nuclear translocation imaging; test concentration mostly 20 µM; stimulated with dexamethasone, 1 µM; stronger effect = lower value; z-score, hits read low; 0.47% of 220,000 active; AID 1381;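 active means plate z-score of nuclear minus cytoplasmic receptor signal below a set negative limit, without overly bright fluorescence or cell loss, cut at about -3.5 in these data, passing the limit was not always enough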;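 further: z-score of nuclear minus cytoplasmic ring GR-EGFP intensity difference per well; some compounds called inactive have numbers as strong as hits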
#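 Buffer or medium: tet-free, stripped-serum medium; reagent: dexamethasone at 1.0 µM final, 30 min; incubation: 48 h induction, 1 h compound, 30 min dex at 37 °C; measured by: formaldehyde fixation, Hoechst nuclear stain, 10x automated fluorescence imaging; read-out: nuclear-to-cytoplasmic GR-EGFP distribution per well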
# bCat nuc transl: modulators of beta-catenin nuclear translocation. nuclear translocation activity, % at 5 µM. AID 1665. HeLa beta-catenin nuclear translocation, immunofluorescence imaging. 0.3% of 190,000 active;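 active means nuclear translocation activity above 50% at 5 µM, with a well cell count of 50 or more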;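 further: per-cell ratio of nuclear to cytoplasmic median beta-catenin stain intensity; plate controls were DMSO negative control for no effect and GSK-3 inhibitor IX positive control for full effect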
#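 Test system: human HeLa cells, endogenous beta-catenin. Times: 24 h compound exposure, 37°C. Measured by: beta-catenin immunofluorescence imaging with DAPI.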
# Yfh1-off respiration: mitochondrial function rescue without frataxin homolog – Friedreich's ataxia, plus single-dose screen, dose response (AID 1465). fold induction at 50 µM; hits with a dose series show EC50 in µM. 0.074% of 220,000 active. S. cerevisiae Yfh1-off respiration, WST-1 reduction, 72 h; higher fold induction means a stronger effect;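 active means fold induction of absorbance versus untreated yeast above a set limit, then at least 30% activation at any dose in follow-up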;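 further: activators that raise dye reduction in frataxin-depleted yeast; strong numbers were not always called active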
# WT yeast gro inh mutant strain: further read-out of WT yeast gro inh, marked with its call; inhibition, %; mitochondrial fusion phenotypic screen, mutant strain inhibition
# Dynein transport cytoplasmic EGFP: second read-out of Dynein transport, no call of its own (marks repeat the call); z-score; measured here: cytoplasmic GR-EGFP intensity; stronger effect = higher value
# Dynein transport nuclear GR-EGFP: also measured in Dynein transport; calls as there; z-score; measured here: nuclear GR-EGFP intensity;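 lower value marks the stronger effect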
# Dynein transport cell count: further read-out of Dynein transport, marked with its call; z-score; measured here: cell count per field
# Ins promoter up cell count: further read-out of Ins promoter up, marked with its call; cell count; measured here: cytotoxicity, nuclei count;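 total cells summed across four imaged fields per well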
# bCat nuc transl cell count 5 µM: further read-out of bCat nuc transl, marked with its call; cell count; measured here: cell count, cytotoxicity flag
# MT stabilize HCS Hoechst-high %: further read-out of MT stabilize HCS, marked with its call; % Hoechst-high responders; measured here: nuclear condensation Hoechst responders;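 share of cells brighter than vehicle mean plus two SD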
# MT stabilize HCS cytotoxicity %: also measured in MT stabilize HCS; calls as there; toxicity, %; measured here: cytotoxicity by cell density;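 0% = mean cell density of plate MIN control wells and 100% = no cells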
# Autophagy mod cell loss 18 h: also measured in Autophagy mod; calls as there; toxicity, %; measured here: cell loss, nuclei count;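 cell loss after 18 h compound exposure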
# Active calls of the source: *; i = inactive; x = not tested or not shown; + = active, no number. Unless noted, no stated cut-off is given here; in the data, active means inhibition above about 50%; inactive means the rest.
SMILES,Autophagy mod,Autophagy mod cell loss 18 h,WT yeast gro inh,WT yeast gro inh mutant strain,human PMI inhibition,Ins promoter up,Ins promoter up cell count,MT stabilize HCS,MT stabilize HCS Hoechst-high %,MT stabilize HCS cytotoxicity %,human PMI inhibitors,Dynein transport,Dynein transport cytoplasmic EGFP,Dynein transport nuclear GR-EGFP,Dynein transport cell count,bCat nuc transl,bCat nuc transl cell count 5 µM,Yfh1-off respiration
CC(C)(C)NC(=O)Cn1c(SCC(=O)N2CCCCCC2)nc2ccccc21,i,11,7,-12,-3%,0.45,936,2.1,1.2,4.8,-6%,-0.62,-0.18,-0.27,0.045,-2.3,910,i
COc1ccccc1C(CC(=O)N1CCCC1)c1ccc2c(c1)OCO2 (stereo unspecified),i,-11,-1,-10,5%,1.6,1281,3.1,2.2,14,8%,1.7,0.074,0.57,-0.55,0.3,1061,i
CC(Nc1cccc2ccccc12)C(=O)N/N=C/c1ccc([N+](=O)[O-])cc1 (stereo unspecified),i,-6,45,16,20%,-0.19,1335,2.3,1.9,13,42%,0.41,-0.24,0.39,-0.51,1.8,1070,i
Cn1nnnc1SCC(=O)Nc1ccc(N2CCOCC2)cc1,i,9,0,5,-10%,1.6,1414,4.7,4.0,6.7,-12%,-0.34,-0.3,0.00012,-0.13,-1.2,1415,i
Cc1ccccc1NC(=O)COC(=O)c1cccnc1,i,-31,-7,-6,8%,0.85,1183,3.6,1.1,10,8%,1.2,-0.24,0.62,-0.78,0.3,1455,i
COc1ccc(-c2nn(-c3ccccc3C)cc2CNC(C)c2cn(C)nc2C)cc1F (stereo unspecified),i,-1,4,10,12%,-0.01,1438,1.5,2.3,6.4,5%,0.057,-0.26,0.13,1,1.3,1499,i
Cc1nnc(SCC(=O)c2ccccc2)n1Cc1ccccc1,i,-1,-9,-18,6%,-0.62,1525,5.4,0.8,8.7,-1%,0.64,-0.082,0.31,-0.78,0.1,1124,i
CSc1ccccc1C(=O)NCC(c1ccco1)N1CCCCC1 (stereo unspecified),i,24,4,14,-12%,-0.2,1456,1.7,2.7,7.1,-12%,-0.43,-0.15,-0.32,-0.84,-2.8,1141,i
Cc1ccc(C(=O)O)cc1S(=O)(=O)N1CCC(C(=O)O)CC1,i,-11,5,-4,10%,0.2,1364,3.9,2.0,1.5,9%,1.1,-0.19,0.69,0.46,x,x,i
O=C(Cc1ccccc1)N/N=C/c1cc(Br)c(Br)o1,i,-1,-1,-3,-2%,-0.18,1606,1.6,2.4,11,0%,0.033,-0.14,-0.37,-0.53,0.2,1293,i
Cc1ccnc(NC(=O)CN(C)S(=O)(=O)c2cccc3nsnc23)c1,i,11,7,2,-7%,x,x,8.7,1.8,1.1,10%,-0.37,-0.21,0.14,0.6,x,x,i
COc1ccc(CNc2ncnc3cc(Cl)ccc23)cc1OC,i,33,2,-6,8%,-0.86,1345,1.7,1.2,4.2,5%,0.83,0.21,0.74,-1.5,2.7,1038,i
CCOC(=O)c1sc2nc(SCC(=O)N(CC)CC)n(CCCN3CCCC3=O)c(=O)c2c1C,i,10,12,-12,-11%,x,x,4.0,1.8,6.4,-23%,-0.91,-0.27,-0.42,1,-4.8,599,i
NC(=O)CSc1nnc(Cc2csc(Nc3ccc(F)cc3)n2)n1Cc1ccccc1,i,-5,6,-7,7%,0.61,1204,2.6,1.3,5.5,5%,-0.64,-0.22,-0.37,0.43,4.7,571,i
CCOC(=O)c1cc2c(ccn2C)n1CC(=O)N1CCC(Cc2ccccc2)CC1,i,0,19,-5,3%,-3.6,888,1.7,1.0,2.4,18%,1.3,-0.15,0.98,-0.16,-2.7,1032,i
Cc1nc2cc(C(=O)N3CCc4ccccc43)ccc2n1-c1ccc(F)c(F)c1,i,8,20,-11,2%,0.07,1321,3.7,2.9,9.1,0%,0.042,-0.078,0.13,-0.49,-5.8,552,i
CN(c1ncc(C(F)(F)F)cc1Cl)n1cc(C(N)=O)c2ccccc2c1=O,i,0,-7,-9,5%,x,x,1.6,1.4,14,-5%,0.26,-0.013,0.23,-0.0076,x,x,i
Nc1ccccc1-c1nnn(CC(=O)N2CCCc3ccccc32)n1,+,-3.6*,13,-2,0%,x,x,2.7,1.9,4.2,-4%,-0.54,-0.23,-0.21,0.073,-2.0,1127,i
NC(=NCCc1ccccc1)NS(=O)(=O)c1ccc(F)cc1,i,2,-16,-9,-11%,0.24,1240,1.9,3.7,6.2,-10%,-0.34,-0.33,-0.5,0.59,-3.4,610,i
CN1C(N)=NC(=O)/C1=C/c1ccccc1F,i,-8,-4,3,8%,-0.55,1489,2.9,1.7,2.6,14%,0.62,-0.3,0.31,-0.91,-0.9,1060,i
Cc1ccc(-n2ncc3c(=O)[nH]c(SCC(=O)N4CCN(c5ccccc5)CC4)nc32)cc1,i,-5,0,-3,1%,x,x,2.5,1.4,8.1,-12%,0.39,-0.24,0.16,-0.87,-0.9,1247,i
COc1ccc(NC(=O)C2CC2)cc1NS(=O)(=O)c1ccc(F)cc1,i,-8,-11,0,4%,x,x,2.0,1.4,7.1,2%,-1.4,-0.21,-0.061,1.6,x,x,i
O=C(NCCCN1CCOCC1)c1ccc(-n2nc(C(F)(F)F)cc2-c2cccs2)cc1,i,-6,x,x,10%,0.77,815,1.5,0.8,7.5,4%,0.61,0.31,0.81,-1.5,-0.1,1095,i
COc1ccc(CCNC(=O)CNC(=O)Cn2ccc3ccccc3c2=O)cc1OC,x,x,x,x,x,0.06,1051,x,x,x,x,-0.64,-0.2,0.055,0.084,-1.3,1277,i
CC(C)(C)OC(=O)N1CCC[C@H]1C(=O)N/N=C/c1ccc2ncccc2c1,x,x,x,x,x,-0.11,1448,x,x,x,x,1.8,-0.17,0.89,-0.81,-0.3,1067,i
CCCC(=O)Nc1nnc(Cc2ccccc2)s1,i,-9,2,-2,-1%,x,x,4.4,2.9,11,3%,-1.9,1.7,-0.35,0.11,x,x,i
Cc1ccccc1C(=O)Oc1ccccc1N1C(=O)C2CC=CCC2C1=O (stereo unspecified),i,2,-4,-2,-2%,-1.3,1317,1.5,2.7,7.4,0%,-0.34,-0.23,-0.11,-0.097,x,x,i
Cc1cccn2cc(CNC(=O)c3ccco3)nc12,i,-6,-5,-19,-1%,-0.38,1330,1.2,1.4,6.5,6%,0.014,-0.19,0.021,0.25,0.0,1351,i
CSc1nc(N2CCOCC2)c2ccccc2n1,i,3,13,20,12%,-1.2,1256,1.7,1.8,8.8,15%,-0.11,-0.22,-0.8,-0.23,-0.2,1001,i
COCCCNC(=O)CSC1=Nc2ccccc2C2=NC(CC(=O)NCc3ccccc3)C(=O)N12 (stereo unspecified),i,9,-1,-13,4%,2.8,1257,3.4,1.7,13,-2%,0.18,-0.2,0.46,-0.22,-1.0,804,i
O=C(NCc1ccco1)c1ccc(N2CCCCC2)c([N+](=O)[O-])c1,i,5,8,6,14%,0.52,1243,1.8,1.9,0.9,18%,1,-0.24,0.18,-0.75,x,x,i

# Ordered by length of the SMILES (largest number first): part of the list above
SMILES,Autophagy mod,Autophagy mod cell loss 18 h,WT yeast gro inh,WT yeast gro inh mutant strain,human PMI inhibition,Ins promoter up,Ins promoter up cell count,MT stabilize HCS,MT stabilize HCS Hoechst-high %,MT stabilize HCS cytotoxicity %,human PMI inhibitors,Dynein transport,Dynein transport cytoplasmic EGFP,Dynein transport nuclear GR-EGFP,Dynein transport cell count,bCat nuc transl,bCat nuc transl cell count 5 µM,Yfh1-off respiration
COCCCNC(=O)CSC1=Nc2ccccc2C2=NC(CC(=O)NCc3ccccc3)C(=O)N12 (stereo unspecified),i,9,-1,-13,4%,2.8,1257,3.4,1.7,13,-2%,0.18,-0.2,0.46,-0.22,-1.0,804,i
O=C(NCCCN1CCOCC1)c1ccc(-n2nc(C(F)(F)F)cc2-c2cccs2)cc1,i,-6,x,x,10%,0.77,815,1.5,0.8,7.5,4%,0.61,0.31,0.81,-1.5,-0.1,1095,i
COc1ccc(CCNC(=O)CNC(=O)Cn2ccc3ccccc3c2=O)cc1OC,x,x,x,x,x,0.06,1051,x,x,x,x,-0.64,-0.2,0.055,0.084,-1.3,1277,i
COc1ccc(NC(=O)C2CC2)cc1NS(=O)(=O)c1ccc(F)cc1,i,-8,-11,0,4%,x,x,2.0,1.4,7.1,2%,-1.4,-0.21,-0.061,1.6,x,x,i
Cc1ccccc1C(=O)Oc1ccccc1N1C(=O)C2CC=CCC2C1=O (stereo unspecified),i,2,-4,-2,-2%,-1.3,1317,1.5,2.7,7.4,0%,-0.34,-0.23,-0.11,-0.097,x,x,i
Cc1cccn2cc(CNC(=O)c3ccco3)nc12,i,-6,-5,-19,-1%,-0.38,1330,1.2,1.4,6.5,6%,0.014,-0.19,0.021,0.25,0.0,1351,i
CCCC(=O)Nc1nnc(Cc2ccccc2)s1,i,-9,2,-2,-1%,x,x,4.4,2.9,11,3%,-1.9,1.7,-0.35,0.11,x,x,i
CSc1nc(N2CCOCC2)c2ccccc2n1,i,3,13,20,12%,-1.2,1256,1.7,1.8,8.8,15%,-0.11,-0.22,-0.8,-0.23,-0.2,1001,i
